Assay outcomes from PubChem BioAssay.
KOR beta-arrestin-1: KOR antagonists, beta-arrestin recruitment, cell-based, luminescence, uHTS (AID 1778); KOR beta-arrestin recruitment, luminescence, antagonist mode; higher % means a stronger effect; one-dose inhibition, % at 10 µM; IC50 in µM for titrated hits; 290,000 compounds, 0.091% hits; further: strong numbers were not always called active
KOR beta-arrestin-2: KOR agonists, beta-arrestin recruitment, primary screen, cell-based, luminescence, uHTS (AID 1777) | KOR beta-arrestin recruitment, luminescence; higher % means a stronger effect | activation, % at 10 µM; hits with a dose series show EC50 in µM | 280,000 compounds, 0.02% hits; in the data active means activation above about 50%, passing the limit was not always enough; further: a part of the inactive calls stands beside numbers as strong as those of hits
GPR55 antagonists: inhibition of LPI-stimulated GPR55 beta-arrestin translocation – imaging, U2OS, beta-arrestin-GFP, LPI agonist, primary screen (AID 2013); U2OS GPR55 beta-arrestin-GFP translocation imaging, LPI antagonism; higher % means a stronger effect; inhibition, % at 10 µM; hits with a dose series show IC50 in µM; 290,000 compounds, 0.13% hits;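 active means spots per cell inhibited over 60%, with over 100 cells counted and total cytoplasm intensity under 500,000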;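 further: U2OS cells stably carrying GPR55 and arrestin-GFP stimulated by 5 µM LPI near EC80; imaged beta-arrestin-GFP aggregate spots per cell after agonist stimulation; plate controls were LPI-stimulated DMSO wells for no effect and DMSO wells without LPI for full effect; some results filed as inactive read as strong as hits; confirmed hits need IC50 under 10 µM and bright autofluorescent wells are also inconclusive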
NOD1 NF-kB reporter: NOD1 signaling inhibitors, primary screen, cell-based, luminescence, uHTS (AID 1578) | NOD1-driven NF-kB luciferase reporter cells, luminescence; higher % means a stronger effect | one-dose inhibition, % at 4 µM; EC50 in µM for titrated hits | 290,000 compounds, 1% hits; in the data active means inhibition mostly above about 36%, no sharp cut-off; inactive means mostly below about 34%;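 further: HEK-293T reporter cells stimulated with the NOD1 agonist gamma-tri-DAP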
GPR55 beta-arrestin: GPR55 agonists via beta-arrestin recruitment, primary screen, imaging, U2OS cells, beta-arrestin-GFP redistribution (AID 1961). activation, % at 10 µM, or EC50 in µM where a hit was titrated. 290,000 compounds, 0.048% hits. U2OS GPR55 beta-arrestin-GFP redistribution imaging; higher % means a stronger effect;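 active means activation above 40% with more than 50 cells counted in the well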;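 further: U2OS osteosarcoma cells stably expressing GPR55 and beta-arrestin-GFP; plate controls were DMSO negative control for no effect and LPI positive control for full effect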
HIV fusion peptide: cell-free HIV fusion peptide-binding blockers – biochemical, uHTS, fluorescence dequenching, primary screen (AID 1986) | cell-free peptide binding, fluorescence dequenching, 30 min; higher % means a stronger effect | one-dose inhibition, % at 20 µM; IC50 in µM for titrated hits | 290,000 compounds, 0.3% hits; in the data active means inhibition mostly above about 52%, no sharp cut-off; inactive means mostly below about 76%; further: some results filed as inactive read as strong as hits
SV40 large T antigen: SV40 large T antigen inhibitors, biochemical (AID 1903). SV40 large T antigen ATPase/helicase inhibition assay; higher % means a stronger effect. 310,000 compounds, 0.39% hits. one-dose inhibition, % at 20 µM; IC50 in µM for titrated hits; in the data active means a potency from the dose series; further: strong numbers were not always called active
NOD2 inhibition: NOD2 signaling inhibitors, cell-based, luminescence, uHTS, HEK293 (AID 1566); HEK293 NOD2/NF-kB luciferase reporter, luminescence; higher % means a stronger effect; inhibition, % at 4 µM; hits with a dose series show EC50 in µM; 290,000 compounds, 0.63% hits; further: many of its hits are not listed in these tables
MgcRacGAP inhibition: MgcRacGAP GTPase-activating activity inhibitors, confirmation, biochemical, ADP Hunter fluorescence | 340,000 compounds, 0.6% hits | AID 624330 | MgcRacGAP-stimulated Rac1 GTP hydrolysis, ADP Hunter fluorescence; higher % means a stronger effect; GST-tagged Rac1 F28L mutant substrate | inhibition, % at 30 µM, or IC50 in µM where a hit was titrated;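 active means first-screen hits whose inhibition reached a set limit at any dose in the follow-up dose series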;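 further: fluorescence reports GDP produced by GAP-driven GTP hydrolysis; strong numbers were not always called active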
Starred values were filed as active, the others as inactive; nt = not tested or not shown; [ ] = dose if it differs, or a comment. Unless noted, no stated cut-off is given here; in the data, active means inhibition above about 50%; inactive means the rest.

1) COc1ccc(-c2ccc(-c3nc4c(c(=O)[nH]c(=O)n4Cc4ccccc4)n3C)o2)c([N+](=O)[O-])c1
2) COC(=O)C(Cc1ccccc1)NS(=O)(=O)c1ccc(F)cc1Br (stereo not drawn)
3) O=C(CSc1nc(-c2ccccc2)cc(=O)[nH]1)NCc1ccc2c(c1)OCO2
4) Cc1ccc(C)c(C(=O)CSc2nnc(C)s2)c1
5) Cc1ccc(S(=O)(=O)n2cc(C=O)c3ccccc32)cc1
6) CNC(=O)CSc1nnc(-c2cnccn2)n1C

compound no.,1,2,3,4,5,6
KOR beta-arrestin-1,8%,29%,40%,-23%[20 µM],14%,-14%[20 µM]
KOR beta-arrestin-2,-1.7%,4.5%,-1.6%,-3.2%,2.7%,nt
GPR55 antagonists,-4%,0%,13%,5%,5%,10%
NOD1 NF-kB reporter,50%,-1%,-8%,-48%,1%,-38%
GPR55 beta-arrestin,-0.3%,-0.2%,-0.3%,-0.1%,0.1%,-0.1%
HIV fusion peptide,12%,-2.1%,0.3%,-0.4%,2.1%,0.6%
SV40 large T antigen,12%,8%,0%,-1%,20%,23%
NOD2 inhibition,6%,8%,-2%,-18%,4%,-3%
MgcRacGAP inhibition,8%,6%,8%,5%,0%,3%

7) COc1ccc(NC(=O)C(c2ccccc2)c2ccccc2)cn1
8) Cc1cc(Nc2cccc(Cl)c2)nc(N2CCOCC2)n1
9) COC(=O)c1cn(NC(=O)COc2ccc(Cl)cc2)c(=O)c2ccccc12
10) CC(=O)N1[C@H](Cc2ccccc2)C=C[C@]1(C)C(=O)NCCN1CCOCC1
11) NC(=O)NCc1cccnc1
12) COc1ccc(CCN2CC(C(=O)NCCc3cn[nH]c3)CCC2=O)cc1 (stereo not drawn)

compound no.,7,8,9,10,11,12
KOR beta-arrestin-1,22%,nt,31%,-6%[20 µM],-15%,-12%
KOR beta-arrestin-2,0.7%,-0.7%,-0.4%,-6.0%,-1.1%,-3.0%
GPR55 antagonists,9%,-3%,9%,-4%,-12%,-6%
NOD1 NF-kB reporter,-58%,-13%,-11%,22%,-41%,-6%
GPR55 beta-arrestin,0.5%,-0.2%,-0.8%,-0.2%,0.1%,-0.2%
HIV fusion peptide,0.4%,1.8%,0.0%,-1.2%,-0.3%,-0.2%
SV40 large T antigen,3%,10%,-4%,6%,-2%,-18%
NOD2 inhibition,-4%,11%,-19%,-11%,10%,0%
MgcRacGAP inhibition,0%,4%,12%,0%,11%,-1%

13) Cc1ccccc1C(=O)OC1OC(=O)C(Cl)=C1Nc1ccccc1 (stereo not drawn)
14) CN(Cc1cnn(C)c1)C(=O)C1CCC(=O)N(Cc2cccc(C(F)(F)F)c2)C1 (stereo not drawn)
15) Cc1ccnc(NC(=O)C2CCN(S(=O)(=O)c3cccc4nsnc34)CC2)c1
16) C=CCOc1c(Cl)cc(CNCCC)cc1Cl
17) CN(C)Cc1ccc(O)c(CCc2ccccc2)n1
18) COc1ccc(CCC(=O)Nc2sccc2C#N)cc1

compound no.,13,14,15,16,17,18
KOR beta-arrestin-1,-11%,-6%,13%,2%,16%,-26%
KOR beta-arrestin-2,1.4%,1.0%,-6.0%,-4.9%,-4.4%,4.3%
GPR55 antagonists,-16%,11%,6%,0%,5%,-10%
NOD1 NF-kB reporter,-46%,-36%,-34%,-14%,-32%,-64%
GPR55 beta-arrestin,1.1%,-0.1%,0.1%,0.3%,-0.4%,0.7%
HIV fusion peptide,-0.1%,1.3%,0.5%,4.4%,2.6%,3.7%
SV40 large T antigen,8%,13%,11%,5%,2%,12%
NOD2 inhibition,12%,5%,-9%,-10%,-4%,-79%
MgcRacGAP inhibition,nt,4%,3%,6%,3%,nt

Reformatted: entries from further up.
item	KOR beta-arrestin-1	KOR beta-arrestin-2	GPR55 antagonists	NOD1 NF-kB reporter	GPR55 beta-arrestin	HIV fusion peptide	SV40 large T antigen	NOD2 inhibition	MgcRacGAP inhibition	SMILES
16	2%	-4.9%	0%	-14%	0.3%	4.4%	5%	-10%	6%	C=CCOc1c(Cl)cc(CNCCC)cc1Cl
17	16%	-4.4%	5%	-32%	-0.4%	2.6%	2%	-4%	3%	CN(C)Cc1ccc(O)c(CCc2ccccc2)n1

Next compounds follow.
19) O=C(c1ccccc1O)N1N=C(C(F)(F)F)CC1(O)c1ccc([N+](=O)[O-])cc1 (stereo not drawn)
20) O=S(=O)(NCC(c1ccco1)N1CCN(c2ccc(F)cc2)CC1)c1ccc(F)cc1 (stereo not drawn)
21) COCCn1c(N)c(N(Cc2ccccc2)C(=O)c2cc3ccccc3o2)c(=O)[nH]c1=O
22) O=C(C1CC1)N1N=C(c2ccncc2)CC1(O)C(F)(F)F (stereo not drawn)
23) CCOC(=O)c1c(C)[nH]c(C(=O)OC(C)C(=O)Nc2ccccc2OC)c1C (stereo not drawn)
24) Cc1cc(NC(=O)c2ccc(NC(=O)CC(C)C)cc2)no1

compound no.,19,20,21,22,23,24
KOR beta-arrestin-1,15%,-23%,-64%,-29%[20 µM],-6%,10%
KOR beta-arrestin-2,-5.3%,2.4%,0.8%,-2.6%,3.2%,-6.1%
GPR55 antagonists,0%,-6%,7%,11%,15%,6%
NOD1 NF-kB reporter,15%,23%,-38%,-21%,0%,-33%
GPR55 beta-arrestin,-0.2%,0.3%,1.1%,-0.1%,-0.1%,-0.1%
HIV fusion peptide,9.3%,0.6%,0.7%,0.5%,-1.6%,2.2%
SV40 large T antigen,7%,8%,-11%,8%,7%,7%
NOD2 inhibition,18%,4%,-6%,26%,16%,8%
MgcRacGAP inhibition,7%,-10%,-9%,1%,5%,-2%

25) CCOC(=O)c1sc(N/N=C/c2ccccc2)nc1C
26) O=c1cc(-c2ccccc2Cl)oc2c(Br)ccc(O)c12
27) Cc1ccccc1C(=O)c1c[nH]c(C(=O)NCCCn2ccnc2)c1
28) COc1ccc(/C=N/NC(=O)c2ccncc2)cc1CSc1nc2ccccc2s1
29) COc1ccc(CCNC(=O)CN(c2ccccc2OC)S(C)(=O)=O)cc1OC
30) Cc1ccsc1CN1CCC(C(=O)NCc2ccccc2Cl)CC1

compound no.,25,26,27,28,29,30
KOR beta-arrestin-1,-15%,-17%,-17%,2%,7%,-28%
KOR beta-arrestin-2,-3.5%,1.9%,3.0%,4.5%,-1.6%,4.2%
GPR55 antagonists,4%,12%,12%,2%,22%,-21%
NOD1 NF-kB reporter,-66%,-61%,-8%,58%,-16%,44%
GPR55 beta-arrestin,-0.4%,-0.3%,-0.1%,-0.2%,-0.2%,-0.5%
HIV fusion peptide,0.8%,-2.0%,0.2%,-0.8%,8.6%,1.9%
SV40 large T antigen,-2%,9%,-2%,4%,27%,5%
NOD2 inhibition,-125%,-70%,14%,0%,-5%,-20%
MgcRacGAP inhibition,18%,-4%,3%,6%,7%,19%

31) O=C(Cn1cc([N+](=O)[O-])cn1)N1CCc2ccccc2C1
32) CCOc1ccc(N(CC(=O)NC2CC3CCC2C3)S(=O)(=O)c2ccc(C)cc2)cc1 (stereo not drawn)
33) COc1cc(NC(=O)c2cc3nc(C4CC4)cc(C(F)(F)F)n3n2)c(OC)cc1Cl
34) Cc1c(C(=O)N2CCN(c3ccccn3)CC2)oc2ccccc12
35) COc1ccc(C2C(C(N)=O)=C(C)Nc3nc(-c4ccccc4)nn32)cc1OC (stereo not drawn)
36) O=C(CN1C(=O)C2C3CC(C(Br)C3Br)C2C1=O)N1CCN(Cc2ccccc2)CC1 (stereo not drawn)

compound no.,31,32,33,34,35,36
KOR beta-arrestin-1,6%,16%,23%,-33%,17%,-13%
KOR beta-arrestin-2,-4.7%,9.2%,0.6%,3.4%,-3.4%,nt
GPR55 antagonists,7%,-14%,3%,7%,-4%,-10%
NOD1 NF-kB reporter,-41%,14%,30%,-26%,-8%,-6%
GPR55 beta-arrestin,-0.2%,1.5%,-0.1%,-0.1%,0.3%,-0.1%
HIV fusion peptide,1.8%,0.5%,3.6%,-0.5%,-1.7%,-1.6%
SV40 large T antigen,3%,17%,1%,3%,1%,6%
NOD2 inhibition,3%,2%,32%,-6%,-1%,10%
MgcRacGAP inhibition,14%,2%,4%,11%,0%,8%

37) COCC(C)NC(=O)c1ccc2nc(-c3ccccc3)c(-c3ccccc3)nc2c1 (stereo not drawn)
38) C=CC(=O)NN(C)c1ncc(C(F)(F)F)cc1Cl
39) N#CC(c1ccc(O)cc1)N1CCCCC1 (stereo not drawn)
40) O=C1C2(c3ccccc3)CN(CCCO)CC1(c1ccccc1)CN(CCCO)C2
41) CS(=O)(=O)Nc1ccc(-c2n[nH]c(=S)n2-c2ccccc2)cc1
42) COc1ccc2nc(-c3ccc(Cl)cc3)cc(C(=O)O)c2c1

compound no.,37,38,39,40,41,42
KOR beta-arrestin-1,-4%,-19%[20 µM],-11%,4%,20%,7%
KOR beta-arrestin-2,2.8%,1.1%,-8.8%,-2.3%,-1.4%,-0.9%
GPR55 antagonists,-5%,-8%,-1%,5%,3%,7%
NOD1 NF-kB reporter,-8%,-5%,3%,-24%,-4%,-3%
GPR55 beta-arrestin,0.5%,0.2%,-0.1%,0.0%,0.0%,0.4%
HIV fusion peptide,-0.4%,-0.1%,1.8%,2.4%,0.4%,3.4%
SV40 large T antigen,4%,7%,8%,1%,13%,7%
NOD2 inhibition,-3%,-64%,16%,6%,16%,-16%
MgcRacGAP inhibition,1%,3%,6%,6%,18%,5%

43) Cc1ccccc1N=C/C=C1/C=C(c2ccccc2)OC(C)(C)O1
44) CC(C(=O)NCCN1CCOCC1)(c1ccccc1)c1ccccc1
45) CN(C)S(=O)(=O)c1ccc(Cl)c(NC(=O)COC(=O)[C@@H]2CCCN2C(=O)c2cccs2)c1
46) COc1ccc(/C=N/N2CCOCC2)cc1O
47) COC(CNC(=O)c1ccc2nc(-c3cccs3)c(-c3cccs3)nc2c1)OC
48) O=C(O)Cn1c2ccccc2c2ccccc21

compound no.,43,44,45,46,47,48
KOR beta-arrestin-1,16%,8%[20 µM],-6%,-11%,16%,-13%
KOR beta-arrestin-2,-2.5%,-4.8%,2.3%,2.0%,2.0%,1.2%
GPR55 antagonists,-14%,4%,0%,9%,4%,-5%
NOD1 NF-kB reporter,-5%,-13%,-9%,-42%,28%,-22%
GPR55 beta-arrestin,0.4%,-0.1%,0.0%,0.0%,-0.3%,0.1%
HIV fusion peptide,4.2%,-0.5%,-2.0%,-0.7%,13%,-1.0%
SV40 large T antigen,11%,11%,8%,12%,5%,6%
NOD2 inhibition,22%,6%,18%,9%,42%,11%
MgcRacGAP inhibition,4%,10%,3%,7%,4%,1%

Not all compounds are listed; the hit share may differ from the screen's.
